Assay outcomes as filed in PubChem.
FEN1 inh = inhibitors of human flap endonuclease 1; P39748; Recombinant FEN1 flap cleavage, fluorescence, 15 min; Potency, µM (top dose mostly 114 µM), for the others: at the top dose activity change, negative = inhibition, actives largely listed as inhibitors; 0.35% of 390,000 active; AID 588795; also: nearly all actives have a fitted effect of over 65% in size
Target sequence (P39748 whole entry, looked up): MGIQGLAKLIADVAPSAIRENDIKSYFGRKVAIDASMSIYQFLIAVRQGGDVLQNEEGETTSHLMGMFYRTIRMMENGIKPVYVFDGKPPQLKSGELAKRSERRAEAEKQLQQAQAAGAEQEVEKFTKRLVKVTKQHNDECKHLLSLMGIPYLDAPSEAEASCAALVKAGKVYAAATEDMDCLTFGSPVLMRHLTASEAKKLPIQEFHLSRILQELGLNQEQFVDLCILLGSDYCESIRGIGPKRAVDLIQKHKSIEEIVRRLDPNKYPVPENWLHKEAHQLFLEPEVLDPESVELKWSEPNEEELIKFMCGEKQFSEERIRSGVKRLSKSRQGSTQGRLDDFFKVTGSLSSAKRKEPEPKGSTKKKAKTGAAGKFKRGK
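Nuclease activity of 10 nM FEN1 was measured after 15 min of room-temperature exposure to titrated compounds, by adding 50 nM flap substrate and reading plates at 0 and 15 min.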
TDP1 inh = inhibitors of human tyrosyl-DNA phosphodiesterase TDP1 | Q9NUW8 | recombinant TDP1, AlphaScreen DNA substrate cleavage | Potency, µM (highest dose often 130 µM), without a hit: at the top dose activity change, negative = inhibition, actives largely listed as inhibitors | 0.28% of 350,000 active | AID 485290; also: nearly all actives have a fitted effect of over 40% in size
Target sequence (Q9NUW8 whole entry, looked up): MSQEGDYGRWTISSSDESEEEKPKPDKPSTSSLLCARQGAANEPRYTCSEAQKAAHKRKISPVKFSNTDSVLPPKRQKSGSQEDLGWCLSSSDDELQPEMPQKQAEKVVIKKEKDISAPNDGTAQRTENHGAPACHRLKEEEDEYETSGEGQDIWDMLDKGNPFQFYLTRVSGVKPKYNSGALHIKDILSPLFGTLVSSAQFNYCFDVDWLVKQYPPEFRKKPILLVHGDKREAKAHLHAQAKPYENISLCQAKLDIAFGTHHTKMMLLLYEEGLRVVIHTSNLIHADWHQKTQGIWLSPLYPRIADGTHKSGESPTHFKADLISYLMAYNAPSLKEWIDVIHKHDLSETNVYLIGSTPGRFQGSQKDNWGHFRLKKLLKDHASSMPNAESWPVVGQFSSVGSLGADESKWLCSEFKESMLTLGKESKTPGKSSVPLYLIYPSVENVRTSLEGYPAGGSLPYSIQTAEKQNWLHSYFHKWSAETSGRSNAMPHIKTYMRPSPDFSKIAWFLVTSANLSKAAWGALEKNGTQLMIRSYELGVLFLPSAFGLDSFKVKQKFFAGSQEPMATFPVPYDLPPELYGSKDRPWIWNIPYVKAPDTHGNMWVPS
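Here, a 5' biotin and 3' phosphotyrosine-FITC DNA oligonucleotide reports Tdp1 activity: intact substrate bridges AlphaScreen beads, while cleavage leaves a 3' phosphate and drops signal. All incubations at room temperature.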
N370S GC = inhibitors or activators of N370S glucocerebrosidase for Gaucher disease | P04062 | N370S GC spleen homogenate, 4MU-glucoside fluorescence | Potency, µM (titrated, usually from 59.4 µM), for inactives: at the highest dose activity change, negative = inhibition, hits mostly inhibitors | 0.092% of 330,000 active | AID 2101;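 also: 0% = full enzyme activity and -100% = no enzyme basal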
* = called active by the depositor; ? = inconclusive; / = no result given; & = joins results of further samples; [ ] = remark or other dose. Calls follow the shape of the dose curve; as a rule, active = well fitted curve in the direction sought with a large enough effect; inconclusive = small, poorly fitted or top-dose-only effect, or another doubt; inactive = no such curve, though single readings can be large; an effect the other way counts as inactive or inconclusive. Unless noted, % is scaled to controls: 0 for no effect and ±100 for the full control effect; potency is read from the fitted curve at half-maximal effect.

SMILES	FEN1 inh	TDP1 inh	N370S GC
NS(=O)(=O)c1ccc(NC(=O)Nc2cccc3ccccc23)cc1	-14%	0%	-3%
COC(=O)C1=C(O)/C(=C\c2cc(C)n(-c3ccccc3F)c2C)N=C1C	?	6%	-20%
CC(C)c1ccc(N(C(=O)c2cc3ccccc3oc2=O)C2C=CS(=O)(=O)C2)cc1 (configuration not stated)	-7%	3%	-6%
CCOc1cccc(CN2CCN(CCCc3ccccc3)C(CCO)C2)c1O (configuration not stated)	-8%	2%	-20%
O=C(NCC1COc2ccccc2O1)c1ccc(Cl)c(S(=O)(=O)N2CCCC2)c1 (configuration not stated)	-3%	-1%	/
COc1ccc(NC(=O)COc2nsnc2N2CCOCC2)c(OC)c1	20%	3%	-17%
CCOC(=O)N1CCN(C(=O)c2cn(CC)c3ccc(S(=O)(=O)N(C)C4CCCCC4)cc3c2=O)CC1	23%	1%	18%
CC(=O)C1=C(O)C(=O)N(CCC(=O)O)C1c1cccc(F)c1 (configuration not stated)	-2%	-6%	8%
CCc1cc[n+](CC(=O)Nc2ccc(Cl)cc2Cl)cc1	-8%	0%	1%
Cc1ccc(-c2noc(-c3cc(-c4ccc(F)cc4)n[nH]3)n2)cc1	-5%	-5%	/
CC(C)C(=O)Nc1ccccc1C(=O)OCc1cc(=O)n2nc(C3CC3)sc2n1	8%	6%	/
N#Cc1c(-c2ccccc2)ccn(Cc2cccc(Cl)c2)c1=O	12%	-2%	-2%
C/C(=C\C(=O)c1ccc(Br)cc1)NNC(=O)c1ccc(O)cc1	4%	8%	-17%
Cn1nc(C(C)(C)C)c([N+](=O)[O-])c1C(=O)N1CCCCCC1	2%	0%	-8%
CCOC(=O)c1nnn(CC(=O)N2N=C(c3cccc4ccccc34)CC2c2ccccc2)c1C(=O)OCC (configuration not stated)	-6%	-3%	9%
O=[N+]([O-])c1ccc(S(=O)(=O)c2ccccc2)nc1	-15%	/	-4%
Cc1ccc(-n2ncc3c(NCCCc4ccccc4)ncnc32)cc1	11%	-3%	/
CC(C)c1ccccc1OCC(=O)NC1CCCc2ccccc21 (configuration not stated)	-14%	0%	-5%
CCc1nnc(NC(=O)Cn2nnc(-c3ccccc3F)n2)s1	-5%	3%	-1%
Cc1cc(C)cc(NC(=O)C/C(N)=N/O)c1	-4%	0%	-1%
Cc1nc(N(C)C)c2sc(=S)n(Cc3ccccc3)c2n1	-15%	-6%	?
CN(CC(=O)Nc1ccc(Cl)cc1)C(=O)c1sccc1-c1ccccc1	-2%	-4%	/
Cc1ccc(NC(=O)CN2C(=O)COc3ccc(S(=O)(=O)NC4CCCC4)cc32)cc1Cl	-20%	9%	/
CCCS(=O)(=O)c1ncc(Cl)c(C(=O)Nc2scc(-c3ccccc3)c2C(=O)OCC)n1	6%	12%	/
CCCNC(=O)C(NS(=O)(=O)c1ccc2c(c1)c(=O)n(C)c(=O)n2C)c1ccccc1 (configuration not stated)	-14%	5%	-2%

An excerpt from above in order of the FEN1 inh value, low to high.
SMILES	FEN1 inh	TDP1 inh	N370S GC
CC(C)c1ccccc1OCC(=O)NC1CCCc2ccccc21 (configuration not stated)	-14%	0%	-5%
Cn1nc(C(C)(C)C)c([N+](=O)[O-])c1C(=O)N1CCCCCC1	2%	0%	-8%
CCOC(=O)N1CCN(C(=O)c2cn(CC)c3ccc(S(=O)(=O)N(C)C4CCCCC4)cc3c2=O)CC1	23%	1%	18%

Just FEN1 inh, for six of the compounds above:
Compound | FEN1 inh
CC(=O)C1=C(O)C(=O)N(CCC(=O)O)C1c1cccc(F)c1 (configuration not stated) | -2%
CCc1cc[n+](CC(=O)Nc2ccc(Cl)cc2Cl)cc1 | -8%
Cc1ccc(-c2noc(-c3cc(-c4ccc(F)cc4)n[nH]3)n2)cc1 | -5%
CC(C)C(=O)Nc1ccccc1C(=O)OCc1cc(=O)n2nc(C3CC3)sc2n1 | 8%
N#Cc1c(-c2ccccc2)ccn(Cc2cccc(Cl)c2)c1=O | 12%
C/C(=C\C(=O)c1ccc(Br)cc1)NNC(=O)c1ccc(O)cc1 | 4%

Other records
SMILES	FEN1 inh	TDP1 inh	N370S GC
CC(OC(=O)c1snc(C(=O)NC2CCCCC2)c1N)C(=O)NC1CCCCC1 (configuration not stated)	5%	1%	4%
Cc1ccccc1N=C1NC(=O)C(CO)(CO)S1	-9%	4%	3%
CC(C)(C)n1nnnc1C(c1ccc(C(F)(F)F)cc1)N(Cc1ccccc1)Cc1ccco1 (configuration not stated)	-20%	0%	?
CC1CN(C(=O)CCNC(=O)c2ccccc2Cl)CC(C)O1 (configuration not stated)	17%	1%	-13%
COc1cc(CN2CCN(CCc3ccccc3)C(CCO)C2)cc(OC)c1 (configuration not stated)	9%	2%	-1%
CCOc1ccc(S(=O)(=O)N(CC)CC(=O)N2CCCC2)cc1	10%	/	-12%
COc1ccc(C2CC(c3ccccc3)=NN2c2ccc(/C=N/NC(=O)c3ccncc3)cc2)cc1 (configuration not stated)	6%	5%	0%
O=C(COC(=O)c1ccc(NS(=O)(=O)c2ccc(F)c(F)c2)cc1)NCC1CCCO1 (configuration not stated)	21%	0%	-1%
Cn1c(=O)[nH]c(=O)c2c1nc1n(CCO)c(-c3ccccc3)cn21	13%	-5%[12.3 µM]	/
O=c1oc2ccccc2cc1-c1ccccc1	-8%	-1%	3%
Cc1cccc(C)c1NCc1nnc(SCC(=O)Nc2nc(-c3ccccc3)cs2)n1-c1ccccc1	7%	2%	-7%
NC(=O)CSc1nc(C2CC2)nc2sc3c(c12)CCCC3	-11%	1%	-6%
O=C(SCC(O)C(O)CS)c1cccs1 (configuration not stated)	14%	/	2%
COc1cccc(NC(=O)CCc2nnc3ccc(NCc4ccco4)nn23)c1	-7%	4%	-11%
Cc1ccc(C)c(S(=O)(=O)N2CCCCC2CCNC(=O)C(=O)NCc2ccco2)c1 (configuration not stated)	-19%	6%	3%
Cc1cc(-n2c(C)cc(C(=O)COC(=O)CN=C3NS(=O)(=O)c4ccccc43)c2C)no1	0%	5%	9%
COC(=O)C1=C(C)OC(N)=C(C#N)C1c1ccc(OC)c(CSc2ccccn2)c1 (configuration not stated)	-23%	8%	-6%
C[C@H](CO)N1C[C@H](C)[C@@H](CN(C)S(C)(=O)=O)Oc2ccc(N(C)C)cc2C1=O	-16%	-2%	/
Cc1ccc(Cn2c(SCCN3CCCCC3)nc3c2c(=O)n(C)c(=O)n3C)cc1	-5%	4%	-16%
Cc1cc(C)nc(Sc2c(C)nn(-c3ccccc3)c2C)n1	-3%	1%	-2%
Cn1nc(C(F)(F)F)c(C#N)c1N1CCN(c2ccccc2)CC1	-16%	-9%	-15%
COc1cccc(NC(=O)c2nnn(CCc3ccccc3)c2N)c1	-21%	2%	18%
Cc1ccc(OCCOc2ccc(Cl)cc2Cl)c([N+](=O)[O-])n1	3%	5%	10%
COc1ccc(N2CCN(C(=O)Cn3cnc4sc(C)c(S(=O)(=O)N5CCC(C)CC5)c4c3=O)CC2)cc1	6%	3%	/
Cn1c(=O)c2c(nc(Sc3ccccc3N)n2C)n(C)c1=O	-8%	6%	5%
The listing continues.
SMILES	FEN1 inh	TDP1 inh	N370S GC
Cc1ccc(Cl)cc1N(CC(=O)NC(C)c1ccccc1)S(C)(=O)=O (configuration not stated)	10%	/	-4%
CCN(c1ncnc2c1cnn2-c1cc(Cl)ccc1C)C1CCCCC1	8%	8%	/
Fc1ccc(NC(=S)N2CCOCC2)cc1Cl	12%	-3%	-6%
CC(C)CN(C(=O)CC1OC(=O)c2ccccc21)c1c(N)n(Cc2ccccc2)c(=O)[nH]c1=O (configuration not stated)	5%	-12%	7%
Cc1cccc(CCN2C(Nc3ccccc3)=NC[C@@H]2CC(C)C)c1	-1%	-4%	-24%
COc1ccc(Cn2nnnc2C(c2cc3ccc(OC)cc3[nH]c2=O)N2CCC(C)CC2)cc1 (configuration not stated)	-4%	-2%	3%
Cc1cc(-n2cnc(-c3cn(C)nc3C)n2)no1	-2%	1%	3%
O=C(O)CCn1cnc2onc(-c3ccccc3Cl)c2c1=O	14%	1%	/
CN1CCC(N(C)C(=O)c2ccc(Cl)c(S(=O)(=O)N3CCOCC3)c2)CC1	7%	11%	2%
COc1ccc(NC(=O)C2CCN(S(=O)(=O)c3cccc4cccnc34)CC2)cc1OC	/	0%	5%
COc1ccccc1N(C)S(=O)(=O)c1ccc(Cl)c(C(=O)NCc2cccnc2)c1	-12%	1%	-8%
N#Cc1ccc(CSc2nnc(NC(=O)C3CC(=O)N(c4ccc5c(c4)OCCO5)C3)s2)cc1 (configuration not stated)	15%	-5%	7%
O=C(COc1ccccc1Cl)Nc1ccc(C(=O)O)cc1NC(=O)COc1ccccc1Cl	-1%	1%	-5%
O=C(Cn1c(-c2cccs2)cc2ccccc21)NCCCN1CCN(c2ccc(F)cc2)CC1	-5%	4%	/
O=C(NCCc1ccccc1)c1cc(Sc2cccc(Cl)c2)nc2ccccc12	3%	-5%	/
COc1ccc(OC)c(CNC(=O)CCC(=O)N2Cc3ccccc3Oc3ncccc32)c1	2%&15%	0%&5%	-1%
CCC(CC)c1nnc(NC(=O)C2CCN(C(=O)c3ccco3)CC2)s1	1%	10%	-1%
Cc1ccccc1-n1nc(CO)c(C(=O)NCC(c2ccccc2)c2ccccc2)n1	-21%	-7%	/
CC1(C)CC(=O)c2cnc(N3CCc4ccccc43)nc2C1	-7%	-1%	7%
Cc1ccc(S(=O)(=O)NCC(c2ccco2)S(=O)(=O)c2ccccc2)cc1 (configuration not stated)	-17%	-15%[0.505 µM]	0%
Cc1ccc(C)c(OCCCCN2CCNCC2)c1C	12%	6%	?
CCN(c1ccccc1)S(=O)(=O)c1ccc(OC)c(NC(=O)C2=NN(c3ccccc3)C(=O)CC2)c1	9%	-4%	6%
O=C(CN1C(=O)c2ccccc2Sc2ccc(C(=O)N3CCOCC3)cc21)Nc1ccc(Cl)cc1F	17%	-5%	/
O=C(CCn1ccc2cc(S(=O)(=O)N3CCCC3)ccc21)NCc1ccccc1Br	-5%	-6%	/
CC(C)CC(NC(=O)C(NC(=O)C(Cc1ccc(OCc2ccccc2)cc1)NC(=O)OC(C)(C)C)C(C)C)C(N)=O (configuration not stated)	12%	3%	-10%

Reformatted comma-delimited: entries from further up.
canonical_smiles,FEN1 inh,TDP1 inh,N370S GC
CCN(c1ncnc2c1cnn2-c1cc(Cl)ccc1C)C1CCCCC1,8%,8%,/
Fc1ccc(NC(=S)N2CCOCC2)cc1Cl,12%,-3%,-6%
CC(C)CN(C(=O)CC1OC(=O)c2ccccc21)c1c(N)n(Cc2ccccc2)c(=O)[nH]c1=O (configuration not stated),5%,-12%,7%
Cc1cccc(CCN2C(Nc3ccccc3)=NC[C@@H]2CC(C)C)c1,-1%,-4%,-24%
COc1ccc(Cn2nnnc2C(c2cc3ccc(OC)cc3[nH]c2=O)N2CCC(C)CC2)cc1 (configuration not stated),-4%,-2%,3%
Cc1cc(-n2cnc(-c3cn(C)nc3C)n2)no1,-2%,1%,3%
O=C(O)CCn1cnc2onc(-c3ccccc3Cl)c2c1=O,14%,1%,/

Following part.
SMILES	FEN1 inh	TDP1 inh	N370S GC
O=C(N/N=C/c1cc(Cl)cc([N+](=O)[O-])c1O)C1CC1	15%	6%	-3%
COc1ccc(Nc2nnc(SC(C(=O)Nc3cc(C)ccc3C)c3ccccc3)s2)cc1 (configuration not stated)	0%	5%	7%
CCn1c(NN)nc2sc3c(c2c1=O)CCC3	-10%	0%	5%
CCC[N+]1(CC#CC2(O)CCCCC2)CCOCC1	10%	0%	-2%
CC1(C)C(=O)NC(=O)N1Cc1ccccc1	-2%	0%	1%
CCn1c(-c2nonc2NC(=O)c2ccccc2)nc2ccccc21	4%	2%	7%
COc1ccc(NC(=O)CNC(=O)Cn2c(C)cc3ccccc3c2=O)c(OC)c1	4%&2%	-15%	0%
CCCC(=O)NC(c1ccc2c(c1)OCO2)c1cc(Cl)c2cccnc2c1O (configuration not stated)	11%	11%	-15%
COc1ccc(NC(=O)COc2ccc(N(C)S(=O)(=O)c3ccc(C)cc3)cc2)cc1	-10%	-3%	1%
CCc1nnc(NS(=O)(=O)c2ccc(NCc3ccccc3O)cc2)s1	-4%	-3%	-9%
COc1ccc(CCN2C(=O)c3[nH]nc(-c4ccccc4O)c3C2c2ccc(OC)c(OC)c2)cc1 (configuration not stated)	-3%	5%	/
O=S(=O)(Nc1ccncc1Cl)c1cc(Cl)ccc1Cl	0%	3%	-6%
c1ccc(CSC2=NCCCN2)cc1	6%	1%	17%
O=C(O)c1cc2c(ccc3ccccc32)o1	3%	?	?
